IDE act = human IDE activators in live cells, primary screen, fluorescence polarization, HEK cells, FAbeta-B substrate | 340,000 compounds, 0.073% hits | activation, % at 5.96 µM | FAbeta-B cleavage; 0% vehicle, 100% cell-free pure enzyme wells;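 active means activation above the mean of all tested compounds plus 3 SD, set per screening campaign, cut at about 17% in these data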
IDE cell inh = human IDE inhibitors in live cells, primary screen, fluorescence polarization, HEK cells, FAbetaB substrate. Insulin-degrading enzyme (Homo sapiens), P14735. inhibition, % at 5.59 µM. 320,000 compounds, 0.41% hits. FAbetaB cleavage;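 active means percent inhibition above the average of all tested compounds plus 3 SD, set per screening campaign, cut at about 16% in these data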;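 further: IDE supplied by intact live HEK cells; FP after avidin binding of uncleaved biotin substrate so inhibition keeps polarization high; 0% = DMSO wells and 100% = 60 µM reference IDE inhibitor Ii1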
IMP-1 inh = IMP-1 metallo-beta-lactamase inhibitors, primary screen, biochemical, epi-absorbance readout, Pseudomonas aeruginosa enzyme | metallo-beta-lactamase IMP-1 (Pseudomonas aeruginosa) | purified IMP-1, nitrocefin hydrolysis, epi-absorbance fluorescence | inhibition, % at 5.6 µM | 290,000 compounds, 0.45% hits;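 active means inhibition above the mean plus 3 SD of all compounds in the same screening run, cut at about 4.5% in these data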;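 further: 0% = IMP-1 with DMSO and 100% = DMSO wells lacking enzyme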
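Material – recombinant IMP-1 enzyme, purified · Amount – IMP-1 0.2 nM before substrate addition · Medium – HEPES buffer pH 7.1 with ZnSO4 and Brij 35 · Timing – 25 °C, 15 min preincubation, 25 min reaction · Measured by – plate fluorescence quenching by hydrolysis product, ex 480/em 530 nm · Read-out – percent enzyme inhibition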
VIM-2 inh = VIM-2 metallo-beta-lactamase inhibitors, primary screen, biochemical, epi-absorbance readout, Pseudomonas aeruginosa enzyme; purified VIM-2, nitrocefin hydrolysis, epi-absorbance fluorescence; inhibition, % at 5.6 µM; 290,000 compounds, 0.89% hits;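 active means inhibition above the mean of all tested compounds plus 3 SD, cutoff set per screening run, cut at about 7.5% in these data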;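 further: red hydrolysis product quenches plate fluorescence so inhibitors raise well fluorescence; 0% = enzyme with DMSO and 100% = DMSO without enzyme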
NS3 helicase inh = inhibitors of HCV NS3 helicase, primary screen, biochemical, Cy5 molecular beacon fluorescence | NS3 helicase DNA unwinding | inhibition, % at 10.9 µM | 290,000 compounds, 0.56% hits | AID 1800, 2009;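 active means inhibition above the mean of all tested compounds plus 3 SD, set per campaign, cut at about 35% in these data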;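 further: 0% = DMSO wells and 100% = thioflavine S control wells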
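System: NS3 helicase fragment of HCV / Schedule: 1 h at 25 °C / Control set: DMSO alone as 0% and 110 µM thioflavine S as 100% / Reagent: Cy5/quencher beacon DNA duplex and ATP to start / Technique: Cy5 fluorescence / Replication: singlicate / Evaluation: % inhibition of end-to-start signal ratio versus controls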
GalR3 antag = GalR3 antagonists in HEK293 cells, primary screen, cell-based, fluorescence readout. Galanin receptor type 3 (Homo sapiens), O60755. HEK293 GalR3-CNG cAMP membrane potential fluorescence; galR3 body fused to GalR1 C-terminus. inhibition, % at 3 µM. 360,000 compounds, 0.44% hits. AID 651719, 2012;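 active means inhibition above the screen-wide average plus 3 SD, cut at about 13% in these data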;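 further: forskolin and galanin both at EC90 stimulate the cells; cAMP rise reported by CNG channel membrane potential dye signal; 0% = forskolin plus galanin with DMSO and 100% = forskolin alone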
Target sequence (O60755 1-299 limits assumed): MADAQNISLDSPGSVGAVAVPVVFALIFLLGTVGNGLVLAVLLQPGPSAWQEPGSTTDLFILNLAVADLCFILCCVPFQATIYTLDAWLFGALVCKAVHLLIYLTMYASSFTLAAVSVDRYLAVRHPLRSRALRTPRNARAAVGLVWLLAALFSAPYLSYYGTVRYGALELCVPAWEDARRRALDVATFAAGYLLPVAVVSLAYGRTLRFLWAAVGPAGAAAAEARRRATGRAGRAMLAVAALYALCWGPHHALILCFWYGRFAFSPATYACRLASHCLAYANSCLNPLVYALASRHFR
CRFR2-BP antag = antagonists of CRF-BP/CRF-R2 complex, primary screen, cell-based, HEK293, calcium dye fluorescence, uHTS. CRF-induced calcium fluorescence. inhibition, % at 11.8 µM. 350,000 compounds, 0.59% hits. AID 588475, 2011;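 active means inhibition of the ligand-induced calcium signal above about 50% at the single tested concentration, limit read from the data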
p-CIP stab down = p/CIP-EGFP fusion destabilizers, primary screen, fluorescence, F442A cells; AID 1984, 2009; 290,000 compounds, 0.01% hits; decrease of EGFP signal, % at 10 µM; 16 h; Q05BA5;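 active means EGFP signal decrease of at least 30% at 10 µM or well 3 SD below plate mean, unless failing retest; inactive means the rest, including hits failing retest or dose response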; further: some compounds called inactive have numbers as strong as hits; many of its hits are not listed in these tables
UBC9 SUMO inh = inhibitors of in vitro SUMOylation cascade, primary screen, biochemical, HTRF, uHTS; HTRF SUMOylation assay, SAE1/SAE2 + UBC9; SUMO-conjugating enzyme UBC9 (Homo sapiens), P63279; AID 2006, 2009; inhibition, % at 35 µM; 290,000 compounds, 0.36% hits; in the data active means inhibition above about 50%, passing the limit was not always enough; further: strong numbers were not always called active
Target sequence (P63279 whole entry, looked up): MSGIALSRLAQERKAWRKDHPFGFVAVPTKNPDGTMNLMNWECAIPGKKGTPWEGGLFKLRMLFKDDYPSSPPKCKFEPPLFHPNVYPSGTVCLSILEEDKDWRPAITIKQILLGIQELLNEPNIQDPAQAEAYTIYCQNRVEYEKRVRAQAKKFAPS
* marks the source's active call; other numbers are inactive results; · = no result given.

IDE act,IDE cell inh,IMP-1 inh,VIM-2 inh,NS3 helicase inh,GalR3 antag,CRFR2-BP antag,p-CIP stab down,UBC9 SUMO inh,smiles
3,3,-3.3,-2.3,-6,-2,-19,9,-8,CC(C)c1nnc(NC(=O)c2cnccn2)s1
4,-1,-2.2,-2.5,51*,-7,9,-6,20,CCOC(=O)c1ccc2c(c1)C1C=CCC1C(C(=O)OCC)N2 (stereo not drawn)
2,4,-4.7,-1.1,-1,-2,9,-7,4,COCCn1c(-c2ccc(OC)c(OC)c2)nc2ccccc21
7,4,-6.5,-2.6,-7,-2,5,-2,-1,CC(=O)Nc1ccc(C(=O)CSc2ncn(-c3ccccc3)n2)cc1
2,2,1.8,-0.6,3,20*,4,-9,8,CCOc1ccc(S(=O)(=O)Nc2nc3ccccc3nc2N2CCN(C)CC2)cc1
-2,-3,-1.4,-3.6,-15,-11,0,-14,22,Cc1cc(C(=O)N/N=C/c2ccccn2)c2ccccc2n1
1,3,-1.6,-3.6,20,1,3,-6,29,O=C(O)/C(=C\c1ccc(Cl)cc1)c1ccc(F)cc1
4,-1,-1.1,-5.2,1,-2,-16,2,20,Cc1ccc(S(=O)(=O)c2c(N)n(NC(=O)c3ccco3)c3nc4ccccc4nc23)cc1
-5,3,0.5,-0.2,-3,-9,6,3,-3,COc1ccccc1N1CCN(/N=C/c2cc([N+](=O)[O-])ccc2Cl)CC1
0,2,-2.8,-1.0,-3,-8,-4,4,18,COc1ccccc1Oc1ccc(NC(=O)c2ccc(Cl)cc2)cc1
4,-4,-3.8,-3.9,-5,3,11,5,50,O=C(NNS(=O)(=O)c1ccc(Cl)cc1)c1cc(-c2ccccc2)n[nH]1
4,1,·,·,·,-3,13,·,·,Cc1cccc(C)c1OCC(N)C(C)C (stereo not drawn)
2,3,-3.1,-0.6,-2,-9,13,6,-10,Cc1cccc(NC(=O)C2CCCN(S(=O)(=O)c3ccc(-n4cnnn4)cc3)C2)c1 (stereo not drawn)
7,2,-4.3,-2.7,-2,-6,-8,4,7,COc1cccc(N2CCN(C3OC(=O)c4ccccc43)CC2)c1 (stereo not drawn)
2,1,-3.3,-3.1,1,-3,-16,-8,11,C#CCOC(=O)Nc1cc(C)n(-c2ccccc2)n1
1,0,-0.6,-3.0,-8,-1,-11,-6,16,CCOC(=O)c1ccc2[nH]c3c(c2c1)CCCC3C(=O)OCC (stereo not drawn)
3,-2,-2.5,-1.6,-13,-3,-1,1,-5,CC(C)(C)c1nn(-c2ccccc2)c2[nH]c(=O)c(CNCc3ccc4c(c3)OCO4)cc12
3,-1,-2.6,-1.1,-19,3,0,-3,18,Cc1ccc(NC(=O)CCC2CC(C)(C)OC2=O)cc1 (stereo not drawn)
4,1,0.2,-1.6,6,-4,-2,2,-8,COc1ccc(CCNC(=O)CC2SC(=NCCc3ccccc3)NC2=O)cc1OC (stereo not drawn)
·,4,-1.1,1.9,7,-4,10,-14,18,N#CCN1CCC(c2cc(-c3ccco3)n[nH]2)CC1

IDE act,IDE cell inh,IMP-1 inh,VIM-2 inh,NS3 helicase inh,GalR3 antag,CRFR2-BP antag,p-CIP stab down,UBC9 SUMO inh,smiles
-1,1,-8.3,-5.3,-2,82*,6,-18,28,CCOC(=O)N1CCN(C(=O)C2CCCN(Cc3nc(-c4ccc(Cl)cc4)oc3C)C2)CC1 (stereo not drawn)
4,-8,-2.9,-3.3,4,4,13,6,-1,Cc1c(NC(=O)CN2CCN(c3ccc(O)cc3)CC2)c(=O)n(-c2ccccc2)n1C
4,·,-0.9,-0.4,0,-6,7,-1,6,CN1CCN(c2nc3c(c(=O)[nH]c(=O)n3C)n2CCOc2ccccc2)CC1
0,5,-2.9,-1.2,17,-9,17,-6,17,Cc1c(O)ccc2c(CC(=O)N[C@@H](Cc3c[nH]c4ccccc34)C(=O)O)cc(=O)oc12
2,8,-2.2,-0.8,-7,0,13,-21,13,Cc1ccccc1NC(=O)C1CCC(C)(C(=O)O)C1(C)C (stereo not drawn)
4,4,-2.4,-3.8,-3,4,-2,-17,9,CCOC(=O)c1ccc(-n2c(C)nc3c(cnn3-c3ccccc3Cl)c2=O)cc1
5,-2,-0.1,-0.4,0,-1,-31,-12,10,CC(=O)Nc1nonc1NC(=O)CSC1=NCCS1
-1,-5,-3.4,-5.1,8,-1,-6,-6,-2,Cc1oc(-c2ccccc2Cl)nc1CN1CCCCC1c1cccnc1 (stereo not drawn)
4,-1,-3.2,-2.8,-2,-4,-1,-4,1,O=C(NC1C=CS(=O)(=O)C1)c1ccccc1 (stereo not drawn)
0,4,-2.7,-1.9,-3,-3,8,-2,10,Cc1ccc(C)c(N2CCN(C(=O)CN3C(=S)NC(C)(C)CC3C)CC2)c1 (stereo not drawn)
2,2,-1.6,-0.2,-4,-9,15,-3,-15,Cc1ccc(C)c(N2CCN(S(=O)(=O)c3ccc4c(c3)NC(=O)CO4)CC2)c1
-7,0,-2.3,-2.6,-7,-5,-22,-20,26,COc1ccc2cc(C(=O)C3CCCN(C(=O)/C=C/c4ccccn4)C3)ccc2c1 (stereo not drawn)
6,4,-0.1,-0.1,7,-6,-18,-2,16,CCOCCCNc1ccc(-c2ccccc2)nn1
3,-2,-1.9,-0.4,7,1,13,2,-1,CCc1nnc(NS(=O)(=O)c2ccc(N=Cc3c(C)[nH]n(-c4ccc(C)cc4)c3=O)cc2)s1
-3,12,-2.9,0.1,-1,-3,-41,-6,27,O=C(Nc1ccccc1C(=O)OCc1nnc(-c2ccccc2)o1)c1ccco1
-3,·,-0.7,0.4,6,1,33,-8,8,Cc1cccc(NC(=O)CSc2ncnc3sc(C)c(C)c23)n1
4,-1,·,·,·,-2,1,·,·,Cc1ccc(S(=O)(=O)N2CCN(CCOc3c(Cl)cccc3Cl)CC2)cc1C
-2,-4,-2.5,-0.4,6,24*,-10,-4,18,O=C(CNCc1ccc(F)cc1)Nc1ccccc1[N+](=O)[O-]
2,-1,-2.8,1.3,1,9,12,-4,45,COc1ccc(-c2ccnc3c(C(=O)O)cnn23)cc1
5,0,·,·,·,-7,0,·,·,CC(OC(=O)c1ccc(-n2cnnn2)cc1)C(=O)Nc1ccccc1[N+](=O)[O-] (stereo not drawn)

Ordered by formula weight (high to low): part of the list above.
IDE act,IDE cell inh,IMP-1 inh,VIM-2 inh,NS3 helicase inh,GalR3 antag,CRFR2-BP antag,p-CIP stab down,UBC9 SUMO inh,smiles
-7,0,-2.3,-2.6,-7,-5,-22,-20,26,COc1ccc2cc(C(=O)C3CCCN(C(=O)/C=C/c4ccccn4)C3)ccc2c1 (stereo not drawn)
4,-1,-2.2,-2.5,51*,-7,9,-6,20,CCOC(=O)c1ccc2c(c1)C1C=CCC1C(C(=O)OCC)N2 (stereo not drawn)
1,3,-1.6,-3.6,20,1,3,-6,29,O=C(O)/C(=C\c1ccc(Cl)cc1)c1ccc(F)cc1

Next part.
IDE act,IDE cell inh,IMP-1 inh,VIM-2 inh,NS3 helicase inh,GalR3 antag,CRFR2-BP antag,p-CIP stab down,UBC9 SUMO inh,smiles
5,2,-0.5,1.5,-4,·,-7,-9,11,COc1ccc(-n2c(SCC(=O)Nc3cc(C)on3)nc3c(c2=O)SCC3)cc1
3,0,·,·,·,-4,-3,·,·,O=C(COC(=O)c1n[nH]c2ccccc12)NC1CCCCC1
0,1,0.3,1.5,3,-9,-8,2,17,CC(=O)Nc1cccc(-c2nc3ccccc3o2)c1
2,9,-3.8,-2.6,2,-3,-23,-18,11,Cc1ccc(C(=O)CNc2ccccc2C)cc1
1,14,-0.5,0.4,5,-2,-17,2,-9,Cc1ccccc1C(=O)NC(=S)NCC(=O)c1ccccc1
-1,3,-2.2,-4.1,-5,-3,9,3,8,CC(=O)c1ccc(NC(=S)Nc2cccc(Cl)c2C)cc1
4,4,·,·,·,0,6,·,·,CCOc1ccccc1NC(=O)COC(=O)c1cc(C)oc1C
5,3,-1.3,-3.2,1,3,-7,-1,26,COC(=O)CSc1nc(C)cc(Oc2ccccc2)n1
2,4,-1.0,-0.9,-3,-3,-7,-17,·,CC(CCc1ccco1)NC(=O)CCc1nnc2ccc(NCc3ccc(Cl)cc3)nn12 (stereo not drawn)
3,-1,-3.9,-3.8,8,0,-6,-10,44,Cc1ccc(CC2CC(=O)N(c3ccc4c(c3)OCCO4)C2=O)cc1 (stereo not drawn)
0,-1,0.5,-1.5,5,-3,11,-9,39,O=C(O)c1ccc2c(c1)C(=O)/C(=C/c1ccccc1)C2=O
1,1,-2.2,-0.5,1,-4,-3,-5,0,CC(=O)CSc1nc2c(c(=O)[nH]c(=O)n2C)n1Cc1cccc(Br)c1
-2,-1,-1.5,-0.5,6,-3,2,-12,-5,CCOc1ncccc1C(=O)OCC(=O)N(CC)c1ccccc1
-2,6,·,·,·,-4,-18,·,·,COc1ccc(S(=O)(=O)N2CCN(C(=O)c3sccc3-c3ccccc3)CC2)cc1
3,0,·,·,·,-3,7,·,·,Cc1ccc(S(=O)(=O)N2CCOCC2)cc1C(=O)OCC(=O)NC1CCCC(C)C1C (stereo not drawn)

Structures listed so far containing an aryl methoxy group, in the order listed:
IDE act,IDE cell inh,IMP-1 inh,VIM-2 inh,NS3 helicase inh,GalR3 antag,CRFR2-BP antag,p-CIP stab down,UBC9 SUMO inh,smiles
2,4,-4.7,-1.1,-1,-2,9,-7,4,COCCn1c(-c2ccc(OC)c(OC)c2)nc2ccccc21
-5,3,0.5,-0.2,-3,-9,6,3,-3,COc1ccccc1N1CCN(/N=C/c2cc([N+](=O)[O-])ccc2Cl)CC1
0,2,-2.8,-1.0,-3,-8,-4,4,18,COc1ccccc1Oc1ccc(NC(=O)c2ccc(Cl)cc2)cc1
7,2,-4.3,-2.7,-2,-6,-8,4,7,COc1cccc(N2CCN(C3OC(=O)c4ccccc43)CC2)c1 (stereo not drawn)
4,1,0.2,-1.6,6,-4,-2,2,-8,COc1ccc(CCNC(=O)CC2SC(=NCCc3ccccc3)NC2=O)cc1OC (stereo not drawn)
-7,0,-2.3,-2.6,-7,-5,-22,-20,26,COc1ccc2cc(C(=O)C3CCCN(C(=O)/C=C/c4ccccn4)C3)ccc2c1 (stereo not drawn)
2,-1,-2.8,1.3,1,9,12,-4,45,COc1ccc(-c2ccnc3c(C(=O)O)cnn23)cc1
5,2,-0.5,1.5,-4,·,-7,-9,11,COc1ccc(-n2c(SCC(=O)Nc3cc(C)on3)nc3c(c2=O)SCC3)cc1
-2,6,·,·,·,-4,-18,·,·,COc1ccc(S(=O)(=O)N2CCN(C(=O)c3sccc3-c3ccccc3)CC2)cc1
